Caspase-7 inhib: blocks human caspase-7 allosterically or competitively; P55210; AID 889; 75,000 compounds, 0.02% hits; Potency, µM (top dose mostly 57.5 µM), without a hit: at the top dose activity change, negative = inhibition, most hits filed as inhibitors; recombinant caspase-7, Ac-DEVD-AFC fluorescence rate; active means well fitted inhibition curve with a large enough effect in the main read-out, with a control signal flat, not every such curve was filed as active; inconclusive means small, poorly fitted or top-dose-only effect, or a change in a side signal; further: potency means the concentration at half of the fitted maximal effect; % of control where 0% means no effect
A350 fluor: A350 region autofluorescence; AID 590; Compound autofluorescence, 340/450 nm, Alexa 350 dye-equivalents; active compounds read high; 59,000 compounds, 11% hits; max dye-equivalent concentration, M; in the data active means max dye-equivalent concentration above about 10 nM; inconclusive means mostly about 1.1 nM to 9.6 nM
HEK293 cAMP cs: counter-screen for TSHR agonists: cAMP increase in parental HEK293; 73,000 compounds, 2.5% hits; Potency, µM (highest dose often 57.1 µM), without a hit: top-dose activation, actives largely listed as activators; parental HEK293 CNG cAMP sensor, membrane potential fluorescence; further: potency means the concentration at half of the fitted maximal effect; % of control where 0% means no effect; nearly all actives have a fitted effect of over 55% in size
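Parental HEK 293 cells stably expressing a cAMP-gated CNG channel were loaded with membrane potential dye containing 100 uM RO 20-1724 for 60 min. Compound added for 30 min; depolarization read as fluorescence intensity at 590 nm.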
Tau fil binding: binders of human tau filaments; Potency, µM (series often up to 57.1 µM), without a hit: top-dose activity change, negative = inhibition; P10636; recombinant tau filaments, thioflavin S fluorescence, 15 h; filaments grown with octadecylsulfate alongside compound; 71,000 compounds, 2% hits;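 further: potency means the concentration at half of the fitted maximal effect; on the % scale 0 is the no-effect control and ±100 the full control effect; actives lower thioflavin S fluorescence by blocking filaments or displacing dye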
Target sequence (P10636 whole entry, looked up): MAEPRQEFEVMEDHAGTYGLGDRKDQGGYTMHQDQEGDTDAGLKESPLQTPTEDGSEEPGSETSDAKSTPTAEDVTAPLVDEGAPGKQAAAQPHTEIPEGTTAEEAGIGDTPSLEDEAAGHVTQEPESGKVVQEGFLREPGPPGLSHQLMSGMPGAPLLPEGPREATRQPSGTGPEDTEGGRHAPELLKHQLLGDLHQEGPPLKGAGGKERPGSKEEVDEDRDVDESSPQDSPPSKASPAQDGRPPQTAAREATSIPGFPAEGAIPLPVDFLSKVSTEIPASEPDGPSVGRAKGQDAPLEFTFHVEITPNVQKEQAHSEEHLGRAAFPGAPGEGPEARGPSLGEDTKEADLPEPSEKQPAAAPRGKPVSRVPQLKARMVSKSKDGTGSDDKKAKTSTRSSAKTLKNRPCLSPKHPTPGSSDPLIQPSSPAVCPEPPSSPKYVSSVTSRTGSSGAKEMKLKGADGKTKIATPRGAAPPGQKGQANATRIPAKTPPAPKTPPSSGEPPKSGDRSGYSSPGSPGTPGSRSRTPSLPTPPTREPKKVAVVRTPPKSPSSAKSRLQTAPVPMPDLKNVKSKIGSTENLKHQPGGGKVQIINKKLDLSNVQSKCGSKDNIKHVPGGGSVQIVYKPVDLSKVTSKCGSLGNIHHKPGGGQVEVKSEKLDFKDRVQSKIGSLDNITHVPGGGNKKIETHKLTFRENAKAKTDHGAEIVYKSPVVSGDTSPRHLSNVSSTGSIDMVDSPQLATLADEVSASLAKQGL
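Read-out: ThS fluorescence, 450 nm excitation/510 nm emission; lower signal marks blocked filament formation or displaced dye. Tau at 1 uM with 30 uM ODS, 10 uM ThS, 5 mM DTT, 100 mM NaCl, 10 mM HEPES pH 7.4; 15 h, 37 C.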
4MU fluor: compounds fluorescent in 4-MU spectral region; compound autofluorescence, 340/450 nm, 4-MU equivalents; active compounds read high; max dye-equivalent concentration, M; 59,000 compounds, 11% hits; in the data active means max dye-equivalent concentration above about 10 nM; inconclusive means mostly about 1.1 nM to 9.6 nM
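Compounds in 100 mM Tris, pH 8.0, incubated 15 min at room temperature, then fluorescence read at 340 nm excitation/450 nm emission. Signal converted to 4-MU dye-equivalent concentration using an on-plate six-point 4-MU standard curve.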
TexasRed autofl: Texas Red region autofluorescence | Compound fluorescence, Texas Red channel, 547/618 nm; active compounds read high | AID 587 | 59,000 compounds, 0.06% hits | max dye-equivalent concentration, M; in the data active means max dye-equivalent concentration above about 10 nM; inconclusive means between about 1.1 nM and that limit
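Dye-equivalent concentrations come from scaling compound signal (ex 547, em 618 nm) to six Texas Red standard concentrations run on every plate, after 15 min room-temperature incubation in pH 8.0 Tris (100 mM).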
Rhodamine fluor: compound fluoresces in the rhodamine spectral region | max dye-equivalent concentration, M | 59,000 compounds, 0.05% hits | Rhodamine-region fluorescence, 547/598 nm, Tris buffer; active compounds read high | AID 594; in the data active means max dye-equivalent concentration above about 11 nM; inconclusive means between about 1.1 nM and that limit
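Compounds in 100 mM Tris buffer, pH 8.0, were incubated 15 min at room temperature, then read at 547 nm excitation and 598 nm emission. Fluorescence was normalized against a per-plate six-point rhodamine standard curve as dye-equivalent concentration.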
Casp1 inh: allosteric or competitive inhibitors of human caspase-1; P29466; Caspase-1 enzyme, Ac-WEHD-AFC fluorogenic rate; Potency, µM (titrated, usually from 57.5 µM), inactives show top-dose activity change, negative = inhibition, most hits filed as inhibitors; 75,000 compounds, 0.03% hits; AID 900;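 further: potency means the concentration at half of the fitted maximal effect; plate controls were vehicle for no effect and no substrate for full effect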
Target sequence (P29466 120-297 limits assumed): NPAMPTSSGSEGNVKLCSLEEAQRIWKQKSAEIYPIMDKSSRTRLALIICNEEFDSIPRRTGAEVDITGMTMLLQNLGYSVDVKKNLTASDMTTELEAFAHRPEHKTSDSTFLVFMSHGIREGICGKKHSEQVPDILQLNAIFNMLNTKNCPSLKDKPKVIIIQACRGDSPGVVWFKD
Target sequence (P29466 317-404 limits assumed): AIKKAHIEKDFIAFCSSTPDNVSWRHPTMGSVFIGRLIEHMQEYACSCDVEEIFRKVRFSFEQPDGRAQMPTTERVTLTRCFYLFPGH
ERK AVP block: blocks ERK signaling stimulated by vasopressin; Potency, µM (titrated, usually from 57.5 µM), for inactives: top-dose activity, negative = inhibition, actives largely listed as inhibitors; 72,000 compounds, 0.99% hits; AID 995; HEK293-V1b, vasopressin-stimulated pERK AlphaScreen; further: potency means the concentration at half of the fitted maximal effect; on the % scale 0 is the no-effect control and ±100 the full control effect; nearly all actives have a fitted effect of over 55% in size
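Phosphorylated ERK1/2 detected via AlphaScreen bead proximity in lysates of V1b-expressing HEK293 cells given 25 nM vasopressin for 5 min after 30 min compound exposure (37 °C). AC50 from Hill equation; basal DMSO 0%, vasopressin 100%.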
FLuc inh: firefly luciferase inhibition. P08659. purified firefly luciferase, luminescence, 8 min. Potency, µM (top dose mostly 57.1 µM), for the others: top-dose activity change, negative = inhibition, actives largely listed as inhibitors. 72,000 compounds, 2.2% hits. AID 411; further: potency means the concentration at half of the fitted maximal effect; on the % scale 0 is the no-effect control and ±100 the full control effect; nearly all actives have a fitted effect of over 40% in size
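Titration-based qHTS; buffer 50 mM imidazole pH 7.2, 50 mM KCl, 7 mM MgCl2, 10 uM ATP, 0.01% Tween 20, 0.05% BSA; luciferase/luciferin detector mix added after compound; 8 min, ambient; luminescence.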
Fluorescein autfl: compound fluoresces in the fluorescein spectral region | Compound autofluorescence, 480/540 nm, fluorescein-equivalent; active compounds read high | max fluorescein-equivalent concentration, M | 59,000 compounds, 0.91% hits; in the data active means max fluorescein-equivalent concentration above about 10 nM; inconclusive means between about 1.1 nM and that limit
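Each compound is tested across a concentration series in 100 mM Tris buffer at pH 8.0. After 15 min at room temperature, plates are imaged with 480 nm excitation and 540 nm emission filters, and intensities are converted to fluorescein-equivalent values.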
The depositor's hits bear a star; i = inactive; ? = inconclusive; · = not tested or not shown; [ ] = another dose, or the depositor's remark. Unless noted, the call rests on the fitted dose curve; in most records, active means well fitted curve in the direction sought with a large enough effect; inconclusive means small, poorly fitted or top-dose-only effect, or another doubt; inactive means no such curve, though single readings can be large; an effect the other way counts as inactive or inconclusive. Some of the compounds tested; count on the stated rates, not on these rows.

SMILES	Caspase-7 inhib	A350 fluor	HEK293 cAMP cs	Tau fil binding	4MU fluor	TexasRed autofl	Rhodamine fluor	Casp1 inh	ERK AVP block	FLuc inh	Fluorescein autfl
CC(C)=C[C@H]1[C@@H](C(=O)Oc2ccccc2C(C)C)C1(C)C	0.1%[11.5 µM]	i	?	3.7%[11.4 µM]	i	i	i	2.4%[11.5 µM]	11.0%[11.5 µM]	0.9%[11.4 µM]	i
CCOC(=O)CC1=C(C(=O)OCC)C(c2ccc(C)o2)C(C#N)=C(N)O1 (stereo not given)	-8.2%	?	10.9%	31.2%	?	i	i	-9.5%	-6.5%	-0.5%	?
O=S(=O)(c1cccs1)N1CCN(CC(O)COC2CCCc3ccccc32)CC1 (stereo not given)	0.2%[0.00368 µM]	i	-0.4%	-0.3%	i	i	i	0.6%	1.4%	2.2%	?
Cc1noc(C(=O)N2CC3(C)CC2CC(C)(C)C3)c1Cl (stereo not given)	-4.3%	·	19.8%	-14.8%	·	·	·	-1.2%	8.8%	-0.7%	·
COc1ccccc1-c1c(C#N)c(SCC(=O)N2CCCC2)nc(C)c1C(N)=O	0.4%	i	-1.6%	-11.4%	i	i	i	-0.1%	-7.8%	1.9%	i
O=C(c1ccc(Cl)s1)N1CCc2ccccc21	0.2%	i	27.2%	7.6%	i	i	i	-0.5%	1.6%	12.6µM*	i
O=C(c1ccc(N2CCOCC2)nc1)N1CCOCC1	1.2%	i	-0.5%	7.3%	i	i	i	-5.7%	-6.2%	2.7%	i
O=C1CCCC2=C1C1(CCCC1)N=C(Nc1nc3ccccc3s1)N2	0.0%	2.23e-07M*	-12.5%	55.4%	2.09e-07M*	?	i	-1.0%	-8.5%	2.2%	i
CCOC(=O)Cn1c(=O)c2c(nc3n2CCN3Cc2ccccc2)n(C)c1=O	-1.6%	?	-3.6%	-9.5%	i	i	i	-0.8%	-8.3%	0.8%	i
COc1ccc2c(c1)C1(C)CC(C)(C)N2C(=O)N1c1ccccc1 (stereo not given)	·	1.82e-08M*	·	·	1.45e-08M*	i	i	·	·	3.5%[25.5 µM]	i
CCOc1ccccc1OC(=O)c1ccco1	-1.5%	i	19.7%	0.8%	i	i	i	-0.1%	5.1%	1.3%	?
O=C(CCN1C(=O)C2C3C=CC(C3)C2C1=O)N1CCN(c2cccc(Cl)c2)CC1 (stereo not given)	-0.7%	i	8.9%	0.6%	i	i	i	-2.4%	14.2%	1.7%	i
O=C(Nc1ccc2c(c1)OCCO2)c1cccc(S(=O)(=O)N2CCOCC2)c1	-0.8%	·	7.9%	4.5%	·	·	·	-2.1%	-0.4%	-17.5%	·
COC(=O)CSc1nnc(Cc2cc(=O)[nH]c(=O)[nH]2)n1-c1cccc(OC)c1	-0.4%	i	6.2%	14.2%	i	i	i	-0.7%	7.8%	-5.0%	?
CC(=O)C1=C(c2ccccc2)NC(=O)NC1c1ccccc1OCC#N (stereo not given)	-0.1%	i	11.1%	-6.8%	i	i	i	0.6%	-19.4%	0.3%	?
COc1cc(S(=O)(=O)N2CCCCCC2)ccc1Cl	-0.7%	i	9.8%	-12.3%	i	i	i	-0.7%	17.1%	-2.1%	i
N[C@@H](Cn1cc(F)c(=O)[nH]c1=O)C(=O)O	2.3%	·	-2.5%	380.8%	·	·	·	-1.6%	6.6%	-0.3%	·
O=C(Nc1nncs1)c1cccc(S(=O)(=O)N2CCCC2)c1	-0.6%	i	1.6%	-6.4%	i	i	i	1.1%	-21.4%	1.7%	?
CCOC(=O)N1CCN(C(=O)C2CCC(CNS(=O)(=O)c3ccccc3)CC2)CC1 (stereo not given)	0.7%	i	-2.2%	-13.7%	i	?	i	2.4%	19.2%	0.7%	i
Cc1cc(C)c(S(=O)(=O)N(CC(=O)N2CCOCC2)C2CCCCC2)c(C)c1	?	2.25e-07M*	0.3%	12.1%	2.21e-07M*	i	i	?	-8.4%	-2.8%	i
CN(C)Cc1nsc(N(C)C)n1	0.4%[11.5 µM]	i	9.6%[11.4 µM]	7.3%[11.4 µM]	i	i	i	-9.3%[11.5 µM]	13.4%[11.5 µM]	-0.2%[11.4 µM]	?
CC(=O)N=C1SC2CS(=O)(=O)CC2N1c1c(Cl)cccc1Cl (stereo not given)	0.1%	·	8.4%	-6.4%	·	·	·	-2.3%	-6.7%	0.9%	·
COC(=O)CSc1ccc2c(N)c(C(=O)OC)sc2c1	-3.1%	9.69e-08M*	-10.7%	-3.8%	9.03e-08M*	i	i	-1.8%	?	?	?
C=CCn1c(SCC(=O)NCc2cccs2)nnc1C1CCCCC1	-3.0%	i	28.8%	-5.2%	i	?	i	1.7%	15.9%	2.7%	i
Cc1cccc(NC(=O)c2cccnc2)c1	0.9%	·	8.1%	-18.8%	·	·	·	-0.3%	-12.6%	-0.8%	·
COc1ccc2[nH]cc(CCN=C3SCC(=O)N3C)c2c1	-0.8%	i	-6.6%	-1.0%	i	?	i	0.9%	1.5%	-5.8%	i
CC1CCc2nn(CC(=O)NCCN3CCOCC3)cc2C1 (stereo not given)	1.2%	·	2.7%	-1.0%	·	·	·	-0.4%	-7.3%	1.7%	·
CC1=CC(=C2C(=O)c3ccccc3C2=O)C=C(C)N1C	1.8%	i	6.8%	-17.9%	i	i	i	-1.2%	26.4%	15.8µM*	i
CCN(CCNC(=O)CS(=O)(=O)Cc1nc(-c2cccc(OC)c2)oc1C)c1ccccc1	-2.7%	i	26.6%	-6.4%	i	?	i	-2.3%	23.5%	1.9%	i
C#CC(C)(C)NC(=O)CSc1nc2c(c(=O)n(C)c(=O)n2C)n1CCCC	1.7%	·	11.0%	16.0%	·	·	·	0.2%	·	-6.8%	·
CC(C)N(C(=O)NC(=O)NCC1CCCO1)S(C)(=O)=O (stereo not given)	-0.7%	i	0.2%	-4.8%	i	i	i	2.3%	4.4%	0.5%	i
COc1ccc(OCCCC(=O)Nc2nnc(C3CCCO3)s2)cc1 (stereo not given)	0.8%	i	11.3%	114.7%	i	i	i	0.3%	8.6%	3.2%	i
CCOCCn1c(=O)c2c(nc3n2CCN3c2ccc(C)cc2)n(C)c1=O	-5.0%	i	-0.8%	15.1%	i	i	i	-1.0%	-16.9%	-0.1%	?
O=C(Nc1ccc([N+](=O)[O-])cc1Cl)c1cc(Cl)ccc1O	1.0%	i	0.501µM*	3.7%[25.6 µM]	i	i	i	-2.1%	-12.4%	?	?
O=C(Cn1c(=O)oc2cc(S(=O)(=O)N3CCc4ccccc43)ccc21)N1CCCCC1	-1.5%	·	1.6%	30.5%	·	·	·	-3.6%	-7.9%	2.9%	·
O=S(=O)(Nc1nc2ccccc2[nH]1)c1ccccc1	-0.7%	i	5.4%	6.0%	i	i	i	-2.3%	?	5.0%	2.16e-08M*
COC(=O)c1cc(NCc2cccs2)ccc1N1CCOCC1	-2.8%	i	-12.0%	-13.3%	i	?	i	-2.1%	5.8%	-1.2%	?
Cc1noc(NS(=O)(=O)c2ccc(NC(=O)c3ccoc3C)cc2)c1C	-0.5%	i	6.4%	7.4%	i	i	i	0.0%	-25.0%	-4.2%	i
Cc1ccccc1-c1nnc(SCC(=O)Nc2ccc3c(c2)OCCO3)n1N	0.2%	i	0.4%	-22.8%	i	i	i	-1.0%	8.5%	-2.3%	i
Cc1ccc(N=Nc2c(O)c3ccccc3[nH]c2=O)c(S(=O)(=O)N(C)C)c1	-1.5%[11.5 µM]	i	-5.4%[11.4 µM]	-6.3%[11.4 µM]	i	i	i	1.1%[11.5 µM]	-11.0%[11.5 µM]	3.16µM*	?
CCOc1ccc(OCC)c(NC(=O)CSc2nc3cccnc3n2C)c1	-6.0%	i	31.6µM*	-9.4%	i	?	i	-10.4%	-26.0%	-2.5%	i
Cc1cc(NC(=O)CSc2nnc(CNc3ccc(F)cc3)n2C2CCCCC2)no1	0.4%	i	26.6%	37.0%	i	?	i	0.2%	-13.7%	-0.1%	i
O=C(COC(=O)c1cn(-c2ccccc2)nc1-c1cccs1)NC1CC1	-1.1%	i	?	358.8%	i	i	i	-4.0%	1.6%	-1.0%	i
O=C(NCCN1C(=O)C2C3C=CC(C3)C2C1=O)Nc1ccc(Br)cc1 (stereo not given)	-1.7%	·	4.6%	-10.3%	·	·	·	2.1%	-2.4%	15.8µM*	·
CCn1c(SCC(N)=O)nc2c1c(=O)n(C)c(=O)n2C	7.0%	i	12.6%	-7.2%	i	?	i	0.0%	-4.3%	1.3%	?
O=C(NC(=O)c1cccc(F)c1)OC[C@@H]1CCCN2CCCC[C@H]12	-1.7%	·	16.1%	6.0%	·	·	·	1.0%	7.2%	-3.6%	·
O=C1OCCC1N1C(=O)c2ccccc2S1(=O)=O (stereo not given)	0.4%	i	-6.6%	-2.3%	i	?	i	-1.8%	6.5%	1.1%	i
COc1ccc(N2C(=O)CSC2c2cccc(F)c2)c(OC)c1 (stereo not given)	-0.5%	i	13.4%	-0.8%	i	i	i	1.2%	14.6%	-0.1%	i
Cc1ccc(NC(=O)CN(C)S(=O)(=O)c2cccc3nsnc23)cc1Cl	-0.4%	4.64e-08M*	-0.1%	?	?	i	i	-2.4%	5.8%	-5.6%	?
